PKM2 act: activators of human pyruvate kinase M2; AID 1631; purified PKM2, Kinase-Glo ATP luminescence, activation; response scale: 0% is enzyme alone, no compound; Potency, µM (top dose mostly 57.5 µM), for inactives: at the top dose activation, usual class: activators; P14618; 260,000 tested, 0.34% active; further: potency means the concentration at half of the fitted maximal effect; on the % scale 0 is the no-effect control and ±100 the full control effect; nearly all actives have a fitted effect of over 55% in size
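Purified hPK-M2 (>95%) run at intermediate activity with 0.1 mM ADP and 0.5 mM PEP in 50 mM imidazole pH 7.2, KCl, MgCl2; 1 h room temperature. ATP formed read by Kinase-Glo luminescence; normalized to uninhibited and no-enzyme controls.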
Menin-MLL TR inh: inhibitors of human menin-MLL interaction, mutant MLL peptide. Menin + Texas Red MLL mutant peptide, fluorescence polarization. O00255. 270,000 tested, 0.23% active. Potency, µM (series often up to 61.6 µM), for the others: at the highest dose FP activity change, negative = inhibition, most hits filed as inhibitors; active means well fitted inhibition curve with a large enough effect in the polarisation, with a control signal flat, not every such curve was filed as active; inconclusive means small, poorly fitted or top-dose-only effect, or effect the other way, or a change in a side signal; inactive means no such curve, though single readings can be large or run the other way; the % refers to the polarisation; further: potency means the concentration at half of the fitted maximal effect; % of control where 0% means no effect; many of its hits are not listed in these tables
Mito fusion act: mitochondrial division inhibition or fusion activation | 320,000 tested, 0.23% active | Potency, µM (highest dose often 46.1 µM), without a hit: at the highest dose growth rescue (activation), most hits filed as activators | S. cerevisiae fusion-defective mutant growth rescue, CellTiterGlo 48 h;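 further: potency means the concentration at half of the fitted maximal effect; % of control where 0% means no effect; nearly all actives have a fitted effect of over 45% in size; temperature-sensitive fusion mutants such as fzo1-1 at 37 °C on non-fermentable ethanol glycerol medium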
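Temperature-sensitive fusion-defective S. cerevisiae (e.g. fzo1-1, mgm1-5) were grown with compound in YPEG medium (3% ethanol, 3% glycerol) for 48 hours at 37C. Growth rescue was measured as viability by CellTiterGlo luminescence after 10 minutes at ambient.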
GALK inh: inhibitors of human galactokinase; AID 1868; 270,000 tested, 0.007% active; Purified GALK, Kinase-Glo residual ATP luminescence; Potency, µM (top dose mostly 57.5 µM), for inactives: at the highest dose activity change, negative = inhibition, actives largely listed as inhibitors; P51570; further: potency means the concentration at half of the fitted maximal effect; on the % scale 0 is the no-effect control and ±100 the full control effect
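Galactose (100 uM) and ATP (35 uM) were turned over by 5 nM GALK for 1 h at RT. Kinase-Glo Plus then converted the remaining ATP into a luminescent signal.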
Chronic BCR inh: blocks chronic active B-cell receptor signaling. ABC-DLBCL IkBa-CBG/CBR reporter, luminescence ratio, 4 h. Potency, µM (doses to about 46.1 µM), inactives show at the top dose ratio change, negative = lower green/red ratio, most hits filed as inhibitors. 340,000 tested, 0.05% active; active means well fitted inhibition curve with a large enough effect in the signal ratio, with a control signal flat, not every such curve was filed as active; inconclusive means small, poorly fitted or top-dose-only effect, or effect the other way, or a change in a side signal; the % refers to the signal ratio;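 further: potency means the concentration at half of the fitted maximal effect; plate controls were basal doxycycline-induced cells for no effect and cells given 10 µM MG132 for full effect; MG132 reads +100%, hits lower the ratio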
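Cell line TMD8 (human ABC DLBCL), stably expressing tet-inducible CBG68-IkBa fusion and CBR; IMDM/0.5% FBS; cpd up to 46 uM; dox induction, 4 h, 37C/5% CO2; dual luminescence; green/red ratio; MG132 control.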
MBNL1 CUG block: blocks human MBNL1 binding to CUG repeat RNA; TR-FRET MBNL1-His/biotin-(CUG)12 binding, 665/545 ratio; 280,000 tested, 0.036% active; AID 2675; Q9NR56; Potency, µM (doses to about 57.5 µM), for inactives: at the highest dose activity change, negative = inhibition, actives largely listed as inhibitors; active means well fitted inhibition curve with a large enough effect in the signal ratio, with a control signal flat, not every such curve was filed as active; inconclusive means small, poorly fitted or top-dose-only effect, or effect the other way, or a change in a side signal; inactive means no such curve, though single readings can be large or run the other way; the % refers to the signal ratio; further: potency means the concentration at half of the fitted maximal effect; on the % scale 0 is the no-effect control and ±100 the full control effect
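His-tagged MBNL1 binding to biotinylated (CUG)12 RNA was measured by TR-FRET using terbium anti-His antibody (0.055 ng/ul final) and streptavidin-XL665 (5 nM final). Compounds were titrated 92 nM to 58 uM; 60 min at room temperature.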
TSHR antagonist: human thyrotropin receptor antagonism; 330,000 tested, 0.2% active; P16473; TSHR-expressing cells, TSH-stimulated cAMP HTRF, 2 h; stronger effect = lower value; activity change, negative = inhibition, % at 11.5 µM;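 active means activity change below a set negative limit, meaning inhibition stronger than a set level, cut at about -70% in these data; inconclusive means activity change between two set negative limits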; further: on the % scale 0 is the no-effect control and ±100 the full control effect
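Cell-based HTRF cAMP assay; TSHR cells + compound, TSH EC80 (4nM final), 2 h, 37 deg C. Lysis with anti-cAMP cryptate and cAMP-d2, 30 min RT, read 665/620 nm.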
Eya2 inh: blocks the phosphatase activity of human Eya2; 330,000 tested, 0.006% active; Potency, µM (doses to about 76.9 µM), for the others: at the highest dose activity, negative = inhibition, most hits filed as inhibitors; AID 488837; recombinant Eya2, OMFP fluorescence dephosphorylation (OMFP is methylfluorescein phosphate); further: potency means the concentration at half of the fitted maximal effect; on the % scale 0 is the no-effect control and ±100 the full control effect
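Eya2 protein (added as 0.2 uM solution) was preincubated with compound for 10 min at ambient temperature in 50 mM HEPES pH 7.5, 50 mM NaCl, 5 uM MgCl2, 0.05% BSA, 1 mM DTT. OMFP (added at 50 uM) then reacted 10 min; fluorescence read at 485/525 nm.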
USP2a inh: blocks human ubiquitin-specific protease USP2a; USP2 core, Ub-CHOP2 coupled fluorogenic reporter, 485/531; 330,000 tested, 0.01% active; Potency, µM (top dose mostly 38.3 µM), for the others: top-dose activity change, negative = inhibition, most hits filed as inhibitors; O75604; AID 463254;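 further: potency means the concentration at half of the fitted maximal effect; plate controls were DMSO wells for no effect and full inhibition by NEM control for full effect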
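USP2 core (10nM final) preincubated 30min RT with compound in 20mM Tris-HCl pH 8.0, 2mM CaCl2, 2mM beta-mercaptoethanol, 0.05% CHAPS; 25nM Ub-CHOP2 plus 25nM reporter substrate added, fluorescence (Ex485/Em531) read after 60min.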
ASM inhibitor: inhibitors of human secretory acid sphingomyelinase. P17405. placental ASM, HMU-PC fluorogenic substrate, 60 min. Potency, µM (series often up to 57.5 µM), for the others: top-dose activity change, negative = inhibition, actives largely listed as inhibitors. 340,000 tested, 0.006% active; further: potency means the concentration at half of the fitted maximal effect
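Fluorescence read-out (Ex 386 nm, Em 447 nm) after stopping the reaction at pH 10. Enzyme: ASM from human placenta; substrate HMU-PC0, 9 uM final; 60 min, 37 °C. Compound preincubation 10 min, ambient temperature.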
KCNH2 WT inh: blocks the wildtype human KCNH2 potassium channel; activity change, % at 1.84 µM; 340,000 tested, 0.37% active; AID 720551; U2OS, BacMam KCNH2, thallium flux FluxOr; stronger effect = lower value;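 active means maximum activity change below -70%; inconclusive means maximum activity change between -70% and -50%; inactive means maximum activity change above -50%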; further: on the % scale 0 is the no-effect control and ±100 the full control effect
Target sequence (Q12809 whole entry, looked up): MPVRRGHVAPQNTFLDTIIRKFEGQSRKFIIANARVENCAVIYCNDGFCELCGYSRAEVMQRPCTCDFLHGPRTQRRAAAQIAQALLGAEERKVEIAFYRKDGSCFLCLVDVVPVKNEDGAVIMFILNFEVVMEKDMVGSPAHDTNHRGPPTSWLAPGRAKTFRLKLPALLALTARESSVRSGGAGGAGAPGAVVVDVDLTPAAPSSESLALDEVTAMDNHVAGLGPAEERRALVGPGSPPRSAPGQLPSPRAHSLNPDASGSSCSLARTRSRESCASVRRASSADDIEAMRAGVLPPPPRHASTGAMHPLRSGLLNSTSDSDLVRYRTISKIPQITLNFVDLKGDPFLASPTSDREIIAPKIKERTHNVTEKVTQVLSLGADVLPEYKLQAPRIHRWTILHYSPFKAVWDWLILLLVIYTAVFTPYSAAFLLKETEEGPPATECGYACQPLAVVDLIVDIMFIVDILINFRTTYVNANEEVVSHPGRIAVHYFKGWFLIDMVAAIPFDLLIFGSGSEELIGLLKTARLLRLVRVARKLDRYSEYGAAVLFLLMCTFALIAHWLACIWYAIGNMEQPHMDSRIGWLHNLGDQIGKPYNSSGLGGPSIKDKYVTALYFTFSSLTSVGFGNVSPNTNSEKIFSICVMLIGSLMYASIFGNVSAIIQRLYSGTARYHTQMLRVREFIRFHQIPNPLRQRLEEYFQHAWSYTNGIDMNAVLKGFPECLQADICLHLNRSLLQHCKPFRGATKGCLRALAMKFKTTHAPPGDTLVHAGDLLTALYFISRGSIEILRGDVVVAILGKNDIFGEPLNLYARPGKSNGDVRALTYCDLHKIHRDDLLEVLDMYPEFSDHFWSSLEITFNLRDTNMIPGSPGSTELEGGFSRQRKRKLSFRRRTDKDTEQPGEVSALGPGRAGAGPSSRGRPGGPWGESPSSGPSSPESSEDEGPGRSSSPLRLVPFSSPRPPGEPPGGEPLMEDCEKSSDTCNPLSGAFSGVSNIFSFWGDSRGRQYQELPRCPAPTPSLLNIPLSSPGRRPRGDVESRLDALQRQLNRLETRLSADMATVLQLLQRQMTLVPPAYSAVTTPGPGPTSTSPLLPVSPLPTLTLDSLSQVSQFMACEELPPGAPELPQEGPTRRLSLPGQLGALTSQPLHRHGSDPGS
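U2OS cells transduced with wild-type KCNH2 virus are loaded with FluxOr dye for 45 min, and thallium flux is measured in kinetic reads before and after stimulation buffer. Rate constants are normalized to DMSO controls.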
An asterisk follows results filed as active; ? = inconclusive; . = no result given; [ ] = remark or other dose. Unless noted, the call rests on the fitted dose curve; in most records, active means well fitted curve in the direction sought with a large enough effect; inconclusive means small, poorly fitted or top-dose-only effect, or another doubt; inactive means no such curve, though single readings can be large; an effect the other way counts as inactive or inconclusive. Some of the compounds tested (hit frequency here may not be typical).

SMILES	PKM2 act	Menin-MLL TR inh	Mito fusion act	GALK inh	Chronic BCR inh	MBNL1 CUG block	TSHR antagonist	Eya2 inh	USP2a inh	ASM inhibitor	KCNH2 WT inh
CC(C(=O)N1CCCc2ccccc21)N1C(=O)c2ccccc2C1=O (stereo not drawn)	1%	-26%	2%	-2%	5%	-3%	1	6%	3%	-2%	0
CCOC(=O)c1cc(C(=O)Nc2ccccc2F)nn1C	-6%	1%	4%	1%	?	6%	1	10%	3%	1%	-20
O=[N+]([O-])c1ccc(N2CCN(CCO)CC2)cc1Sc1ccccn1	-1%	15%	5%	8%	1%	?	-2	-4%	-1%	-3%	-11
COC(=O)c1ccc(OC(=O)c2ccc(OC)cc2)c(OC)c1	2%	-10%	-8%	7%	4%	-7%	10	-9%	-4%	-2%	.
Cc1ccc(NC(=O)CSc2n[nH]c(-c3ccco3)n2)cc1	10%	5%	2%	-3%	?	9%	-12	2%	-6%	3%	9
Cc1cc(C)nc(NS(=O)(=O)c2ccc(NC(=O)NC3CCCCC3)cc2)n1	4%	18%	-3%	-1%	?	-8%	-2	6%	2%	3%	3
CC1CN(C(=O)CN(C)S(=O)(=O)c2ccc3ccccc3c2)CC(C)O1 (stereo not drawn)	.	-5%	-5%	2%	0%	-1%	5	9%	1%	-3%	-3
COc1ccc(-n2nc(C(=O)NCC(=O)N3CCC(C(N)=O)CC3)c3ccccc3c2=O)cc1OC	2%	5%	4%	-2%	6%	?	8	6%	2%	2%	0
COC(=O)c1cc(OC)c(OC)cc1NC(=O)CN1C(=O)c2ccccc2C1=O	6%	-9%	-1%	3%	?	0%	-1	12%	5%	-3%	1
O=C(NCCc1ccccc1)C(=O)NCC1CCCN1S(=O)(=O)c1ccccc1 (stereo not drawn)	.	.	4%	.	-13%	.	-2	-12%	1%	-1%	-3
CC(=O)OCc1c(-c2ccccc2)c2cc([N+](=O)[O-])ccc2n1C	.	43%[activator]	-5%	7%	-1%	3%	-4	8%	-2%	-6%	17
C/C(N)=C(/C#N)C(=O)CSc1nc2ccccc2c(=O)n1-c1ccccc1C	0%	19%	-3%	0%	-8%	?	-3	-2%	2%	-6%	-13
COc1cccc2c(C)nc(Nc3nc(CSc4nnc(C)s4)cc(=O)[nH]3)nc12	?	-8%	0%	0%	5%	7%	-4	2%	1%	-1%	3
CCCCNC(=O)c1cc(S(=O)(=O)N2CCCCC2)oc1C	-3%	.	3%	-4%	-1%	-5%	-4	-2%	1%	2%	-14
Cc1noc(C)c1COc1ccccc1C(=O)Nc1ccc(C(N)=O)cc1	.	.	2%	.	5%	.	10	3%	0%	-2%	6
O=C(Nc1ccc(Cl)cc1F)C1CCCN(C2=NS(=O)(=O)c3ccccc32)C1 (stereo not drawn)	.	.	-2%	.	-1%	.	5	24%	3%	-1%	23
CC(C(=O)NCc1ccco1)n1cc(C(=O)c2ccco2)c2ccccc21 (stereo not drawn)	-2%	-3%	2%	-4%	?	-13%	2	-5%	-1%	1%	8
CC(=O)c1cccc(NC(=O)c2ccccc2OCc2ccc(F)cc2)c1	1%	?	31%	-1%	1%	-3%	-12	-6%	-1%	-2%	-5
COc1ccc(NC(=S)NC(C)c2ccncc2)cc1OC (stereo not drawn)	-5%	0%	0%	3%	-2%	-6%	7	6%	2%	1%	-7
CC(C(=O)NCc1ccc(F)cc1)c1ccc([N+](=O)[O-])cc1 (stereo not drawn)	0%	14%	3%	6%	1%	?	25	-8%	-2%	12%	19

Reprinted from the part before: five entries; new compounds follow.
SMILES	PKM2 act	Menin-MLL TR inh	Mito fusion act	GALK inh	Chronic BCR inh	MBNL1 CUG block	TSHR antagonist	Eya2 inh	USP2a inh	ASM inhibitor	KCNH2 WT inh
O=C(Nc1ccc(Cl)cc1F)C1CCCN(C2=NS(=O)(=O)c3ccccc32)C1 (stereo not drawn)	.	.	-2%	.	-1%	.	5	24%	3%	-1%	23
CC(C(=O)NCc1ccco1)n1cc(C(=O)c2ccco2)c2ccccc21 (stereo not drawn)	-2%	-3%	2%	-4%	?	-13%	2	-5%	-1%	1%	8
CC(=O)c1cccc(NC(=O)c2ccccc2OCc2ccc(F)cc2)c1	1%	?	31%	-1%	1%	-3%	-12	-6%	-1%	-2%	-5
COc1ccc(NC(=S)NC(C)c2ccncc2)cc1OC (stereo not drawn)	-5%	0%	0%	3%	-2%	-6%	7	6%	2%	1%	-7
CC(C(=O)NCc1ccc(F)cc1)c1ccc([N+](=O)[O-])cc1 (stereo not drawn)	0%	14%	3%	6%	1%	?	25	-8%	-2%	12%	19
Cc1noc(C)c1COC(=O)/C=C/c1ccc(Cl)cc1	.	-22%	1%	10%	?	20%	1	1%	0%	0%	.
COc1ccc(CC(=O)Nc2ccc(-c3nnc(-c4ccccc4)o3)cc2)cc1	9%	.	4%	0%	8%	-16%	31	2%	-2%	-5%	-2
CC(C)c1ccc(C2/C(=C(/O)c3ccccc3)C(=O)C(=O)N2CCCN2CCOCC2)cc1 (stereo not drawn)	8%[11.5 µM]	-13%	-2%	-1%	3%	12%	-7	-12%	-1%	21%	-7
COc1ccc(CN2CCN(Cc3cccc(F)c3)CC2)cc1OC	.	-7%	1%	-2%	4%	-9%	-4	14%	1%	0%	2
O=c1c2ccccc2c(-c2ccc(Br)cc2)nn1Cc1ccccc1	1%	5%	8%	-2%	8%	-5%	-1	?	1%	-20%	-5
CCOCCCNC(=O)CSCc1nc(-c2ccc(SC)cc2)oc1C	7%	-10%	?	0%	?	6%	-39	-13%	0%	2%	2
O=C(CN1CCN(c2ncccn2)CC1)NCCC1=CCCCC1	4%	-8%	1%	2%	-9%	-1%	18	10%	1%	1%	-24
COc1ccc(-c2cc(CNC(=O)CCl)on2)cc1	4%	-1%	-1%	-3%	-31%	-6%	-10	-9%	1%	2%	0
CNC(=O)CSc1n[nH]c(-c2cc(Cl)ccc2OC)n1	-3%	1%	2%	-2%	19%	.	-9	3%	0%	4%	-2
Cc1ccc(-c2noc(CSc3nnc(-c4ccncc4)n3-c3ccc(C)cc3)n2)cc1	1%	-11%	9%	-1%	-1%	-4%	-9	-9%	-13%	-14%	4
COc1cc(Br)cc(/C=N/NC(=O)Cc2ccc(C(F)(F)F)cc2[N+](=O)[O-])c1O	-1%	?	3%	0%	?	-10%	1	-6%	3%	-12%	0
Cc1ccc(N(CC(=O)NCCSc2nc3ccccc3s2)S(=O)(=O)c2ccccc2)c(C)c1	3%	-7%	10%	-1%	-5%	0%	-3	-12%	-5%	-4%	-14
CCCCC1(C)NC(=O)N(CC(=O)Nc2cc(S(=O)(=O)N3CCOCC3)ccc2Cl)C1=O (stereo not drawn)	.	.	2%	.	1%	.	-8	-11%	2%	0%	-9
CCc1ccc(NC(=O)c2cnn(-c3ccccc3)c2C2CCNCC2)cc1	-12%	-3%	-2%	-2%	?	-9%	38	15%	-2%	1%	4
O=C(c1ccc(F)cc1)N1CCC(C(=O)N2CCN(Cc3ccc4c(c3)OCO4)CC2)CC1	.	.	3%	.	-1%	.	11	7%	0%	.	3
CC1(C)C(=O)Nc2ccccc2N1C(=O)COC(=O)CSc1ccc(F)cc1	.	.	4%	.	?	.	17	7%	-1%	8%	2
